EPAC2 antagonist – qHTS for Antagonist of cAMP-regulated guanine nucleotide exchange factor 2 (EPAC2): primary screen | Potency, µM (top dose mostly 114 µM), for inactives: at the top dose activity, negative = inhibition, actives largely listed as inhibitors | AID 720708, 2013 | EPAC2 GEF exchange of Rap1B-BODIPY-GDP, fluorescence | hit rate 0.18% among 360,000 | Rap guanine nucleotide exchange factor 4 (Homo sapiens), Q8WZA2; note: potency is the fitted concentration of half-maximal effect; % is set by controls: 0 for no effect and ±100 for the full control effect; nearly all actives have a fitted effect of over 45% in size; many of its hits are not listed in these tables
Target sequence (Q8WZA2 whole entry, looked up): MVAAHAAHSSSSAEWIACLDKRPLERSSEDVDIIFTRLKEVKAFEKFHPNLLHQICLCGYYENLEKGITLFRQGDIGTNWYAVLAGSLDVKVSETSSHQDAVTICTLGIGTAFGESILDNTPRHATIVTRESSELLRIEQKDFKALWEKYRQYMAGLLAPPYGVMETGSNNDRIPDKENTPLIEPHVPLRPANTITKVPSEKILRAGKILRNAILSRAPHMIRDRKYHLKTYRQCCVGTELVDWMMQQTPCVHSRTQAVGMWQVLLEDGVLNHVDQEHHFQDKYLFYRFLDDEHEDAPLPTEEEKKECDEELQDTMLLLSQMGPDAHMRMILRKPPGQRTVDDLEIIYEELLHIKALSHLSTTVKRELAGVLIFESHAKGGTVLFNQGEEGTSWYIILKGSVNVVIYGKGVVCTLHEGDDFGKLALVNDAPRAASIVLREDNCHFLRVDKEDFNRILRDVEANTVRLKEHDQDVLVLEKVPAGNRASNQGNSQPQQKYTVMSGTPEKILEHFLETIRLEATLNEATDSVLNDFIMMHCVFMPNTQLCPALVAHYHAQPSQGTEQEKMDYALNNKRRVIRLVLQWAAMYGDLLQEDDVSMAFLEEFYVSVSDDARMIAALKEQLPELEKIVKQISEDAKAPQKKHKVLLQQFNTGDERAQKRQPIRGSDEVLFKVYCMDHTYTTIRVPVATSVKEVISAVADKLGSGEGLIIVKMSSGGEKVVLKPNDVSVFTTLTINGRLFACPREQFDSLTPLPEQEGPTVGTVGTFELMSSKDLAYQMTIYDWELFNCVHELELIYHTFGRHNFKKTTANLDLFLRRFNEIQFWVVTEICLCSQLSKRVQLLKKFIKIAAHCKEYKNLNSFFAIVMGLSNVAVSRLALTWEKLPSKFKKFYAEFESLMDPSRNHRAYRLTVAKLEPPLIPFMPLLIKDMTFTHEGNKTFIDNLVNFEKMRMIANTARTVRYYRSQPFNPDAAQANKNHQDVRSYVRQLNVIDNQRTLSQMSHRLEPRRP
EPAC2 ag – qHTS for Agonist of cAMP-regulated guanine nucleotide exchange factor 4 (EPAC2): primary screen. Rap guanine nucleotide exchange factor 4 (Homo sapiens), Q8WZA2. EPAC2 activation, biochemical qHTS; response scale: 100% = 6.5 mM cAMP response. Potency, µM (titrated, usually from 154 µM), for the others: at the top dose activation, actives largely listed as activators. hit rate 0.079% among 360,000; note: potency is the fitted concentration of half-maximal effect; nearly all actives have a fitted effect of over 50% in size
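Compounds were titrated in qHTS against a Rap1B-BODIPY-GDP (250 nM) complex with EPAC2 (100 nM) and GDP (50 uM). BODIPY-GDP release tracked at 480/540 nm over 30 min at room temperature, normalized to 6.5 mM cAMP.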
MmCpn inh – Inhibitors of TCP-1 ring complex (TRiC) of Methanococcus maripaludis (MmCpn): qHTS; Chaperonin Mm-Cpn (Methanococcus maripaludis); purified Mm-Cpn ATPase, ADP Transcreener TR-FRET; Potency, µM (titrated, usually from 76.9 µM), without a hit: at the highest dose activity, negative = inhibition, most hits filed as inhibitors; hit rate 0.031% among 330,000; AID 504842, 2011; note: potency is the fitted concentration of half-maximal effect; % is set by controls: 0 for no effect and ±100 for the full control effect; nearly all actives have a fitted effect of over 80% in size
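ATPase turnover read by TR-FRET ADP competition (Eu cryptate antibody/ADP-d2, 665/590 nm): 10uM ATP final, 25nM Mm-CPN final, 30 min 37degC after 10-min compound preincubation, pH 7.4 Tris/KCl/MgCl2/DTT buffer.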
A549 tox – Nrf2 qHTS screen for inhibitors: counterscreen for cytotoxicity; A549 ARE-Fluc cells, CellTiter-Fluor viability, 18-24 h; Potency, µM (titrated, usually from 46 µM), for the others: at the highest dose activity change, negative = cytotoxicity, actives largely listed as inhibitors; hit rate 0.16% among 390,000; AID 504648, 2011; note: potency is the fitted concentration of half-maximal effect; % is set by controls: 0 for no effect and ±100 for the full control effect
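A549 ARE-Fluc cells in 5% FBS OPTI-MEM, 5000 cells/well, rested 2 h then exposed to compounds in concentration-response for 18-24 h at 37 °C. Viability by CellTiter-Fluor fluorescence (Ex 405/Em 525) after 30 min; luciferase luminescence (BugLite, 15 min, RT) read afterwards.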
Nrf2 block – Nrf2 qHTS screen for inhibitors; hit rate 2.1% among 360,000; Potency, µM (series often up to 46 µM), inactives show at the top dose activity change, negative = inhibition, usual class: inhibitors; AID 504444, 2011; A549 ARE-Fluc reporter, luciferase luminescence, 18-24 h; note: potency is the fitted concentration of half-maximal effect; % is set by controls: 0 for no effect and ±100 for the full control effect; nearly all actives have a fitted effect of over 60% in size
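Quantitative HTS in A549 cells stably bearing an antioxidant response element-firefly luciferase construct. Inhibition of Nrf2-driven transcription was scored by luminescence after 18-24 h of compound exposure at 37 °C.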
CCT modulator – High-Throughput Screening for Modulators of Cytosolic Chaperonin Activity; purified chaperonin ATPase assay, HTRF ADP detection, 30 min; hit rate 0.3% among 360,000; activity change, % (test concentration not listed), hits read low; in the data active = activity change below about -30%; note: % is set by controls: 0 for no effect and ±100 for the full control effect
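First, chaperonin was dispensed at 40 nM or 20 nM final depending on batch activity. Next, compounds were pinned at 76 uM and ATP added at 10 uM. After 30 min at 37 °C, ADP detection reagents ran 30 min at ambient temperature.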
Akt phos inh – HTS Assay for Inhibitors of Akt Phophorylation: Primary Screen; hit rate 0.32% among 360,000; Neuro2A IGF-stimulated pAkt S473 HTRF, 20 min; active compounds read low; activity change, % for hits at 50 µM; in the data active = activity change below about -80%; inconclusive = mostly about -51% to -80%; note: % is set by controls: 0 for no effect and ±100 for the full control effect
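Neuro2A cells (4,500/well, DMEM with 0.5% FBS) were treated with compound at a single 50 µM final concentration, stimulated with 6 nM IGF for 20 min at 37 °C, and lysed. Phospho-Akt Ser473 was read by HTRF as 665/615 ratio ×10^4.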
Nrf2 ARE act – qHTS of Nrf2 Activators | AID 624171, 2012 | hit rate 0.31% among 410,000 | AREc32 ARE-luciferase reporter (MCF7-derived line), luminescence, 24 h | Potency, µM (titrated, usually from 46.1 µM), without a hit: at the highest dose activation, hits mostly activators; note: potency is the fitted concentration of half-maximal effect; % of control where 0% means no effect; nearly all actives have a fitted effect of over 65% in size
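For detection, Steady-Glo was added and plates sat 30 min at RT; before that, AREc32_Fluc cells grown overnight in OPTI-MEM/5% FBS had been treated with 23 nL compound for 24 hr at 37 deg C.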
TGFb inhibitor – qHTS for Inhibitors of TGF-b. Potency, µM (titrated, usually from 46.1 µM), for the others: top-dose activity, negative = inhibition, most hits filed as inhibitors. AID 588855, 2011. HepG2 CAGA-GFP TGF-b/SMAD3 reporter, GFP fluorescence, 18 h; TGF-beta stimulated, 500 pg/mL final. hit rate 1.2% among 410,000; note: potency is the fitted concentration of half-maximal effect; % is set by controls: 0 for no effect and ±100 for the full control effect; nearly all actives have a fitted effect of over 65% in size
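Inhibition was scored as loss of TGF-beta-induced (500 pg/mL final, 18 hours, 37 degrees C) GFP in HEPG2 cells carrying a CAGA-GFP reporter, in DMEM with 1% FBS. Well GFP was summed per cell; Activity was normalised to unstimulated and stimulated DMSO wells, then concentration-response fitting.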
* hit, by the source's call; i = inactive; ? = inconclusive; / = not tested or not shown; [ ] = another dose, or the depositor's remark. Unless noted, calls come from the whole dose curve; as a rule, active = well fitted curve in the direction sought with a large enough effect; inconclusive = small, poorly fitted or top-dose-only effect, or another doubt; inactive = no such curve, though single readings can be large; an effect the other way counts as inactive or inconclusive.

Second line of a record – EPAC2 antagonist, EPAC2 ag, MmCpn inh, A549 tox, Nrf2 block, CCT modulator, Akt phos inh, Nrf2 ARE act, TGFb inhibitor
> CC1(C)CC(=O)C2=C(C1)NC(=O)CC2c1cc(F)ccc1F (configuration not stated)
  5.8%, 8.8%, -1.3%, 5.1%, /, 0.1, i, -0.3%, 5.4%
> O=C(Nc1cccc(S(=O)(=O)N2CCCC2)c1)[C@@H]1O[C@H](CO)[C@H](O)[C@H](O)[C@H]1O
  4.6%, 7.1%, /, /, /, 0.4, i, -0.2%, -0.1%
> CC1(C(=O)Nc2ccc3[nH]ncc3c2)CCN1C(=O)Cc1ccc(-c2ccccc2)cc1 (configuration not stated)
  -20.6%, ?, /, /, /, -1.3, i, 0.0%, 1.2%
> CC1Cc2ccccc2N1C(=O)C(C)n1cc(C(F)(F)F)cc(Cl)c1=O (configuration not stated)
  0.0%, 9.1%, 1.3%, 7.7%, 8.3%, -1.3, i, 1.6%, -5.1%
> CC(C)NC(=O)C(=O)NCCc1ccc(Cl)cc1
  -1.5%, -3.4%, 0.9%, 7.4%, /, 0.4, i, -1.1%, 23.1%
> c1ccc2nc3c(cc2c1)CCCCCC3
  2.9%, 1.0%, 1.0%, 12.4%, 9.8%, 0.0, i, -0.9%, -6.9%
> O=C(/C=C/c1ccc([N+](=O)[O-])cc1)N1CCN(S(=O)(=O)c2ccccc2)CC1
  -5.0%, 27.0%, 1.3%, -0.7%, -24.0%, -1.6, i, -0.4%, -9.5%
> COC(=O)c1cc2oc(C)cc2n1CC(=O)Nc1ccc(C)c(C)c1
  -0.3%, 11.6%, -2.2%, -14.1%, 8.1%, -0.2, /, 0.2%, -25.9%
> Clc1ccc(-n2c(Cc3ccccc3)nnc2SCc2nc(-c3cccs3)no2)cc1
  /, /, /, ?, ?, /, /, 0.0%, ?
> O=C(Cc1csc(-c2ccccc2)n1)NCc1ccco1
  3.4%, 8.2%, -1.2%, 7.8%, 20.3%, -2.5, i, 7.5%, 1.0%
> O=C(CN1CCN(Cc2ccccc2F)C1=O)NCC1CCCO1 (configuration not stated)
  4.7%, 6.4%, 1.0%, 1.5%, 18.9%, -1.5, i, -1.2%, 2.4%
> O=C(Nc1ccc2c(c1)OCCO2)C1CCN(S(=O)(=O)c2cccc3nsnc23)CC1
  -2.5%, -6.9%, -0.4%, -4.8%, -19.8%, -2.5, i, -0.2%, -1.0%
> Cc1[nH]c2ccc(CNS(=O)(=O)c3ccc(S(=O)(=O)N4CCOCC4)cc3)cc2c1C
  -1.3%, 10.9%, -2.0%, 3.7%, ?, 3.9, i, 0.4%, -27.9%
> CCOc1ccc(/C(CCC(=O)O)=N/NC(=S)NCCc2ccccc2)cc1
  -13.8%, -7.3%, -1.3%, 0.8%, ?, 3.5, i, 0.3%, 12.0%
> Cc1ccccc1NC(=O)Nc1c(C)n(C)n(-c2ccccc2)c1=O
  0.3%, -3.0%, -2.2%, -2.4%, 2.4%, 0.5, i, 0.2%, -9.9%
> O=C(c1cccc(F)c1)N1CCN(CC2CC3C=CC2C3)CC1 (configuration not stated)
  -1.3%, -5.6%, 0.4%, 5.9%, /, -1.6, i, -1.6%, 27.6%
> Cn1c(=O)n(C)c2cc([N+](=O)[O-])c(N3CCN(C(=O)c4ccccc4)CC3)cc21
  -2.2%, 6.3%, ?, -8.4%[1.84 µM], ?, -0.9, i, 0.5%, 17.3%
> O=C(Nc1cccnc1)C1Cc2c(-c3ccccc3Oc3ccccc3)ccnc2O1 (configuration not stated)
  ?, 9.7%, /, /, /, -1.1, i, 0.0%[9.22 µM], -21.5%
> CCOC(=O)c1c(NC(=O)CSc2nccn2C)sc(C(=O)NC)c1C
  -3.4%, 5.5%, -1.3%, 1.3%, ?, 2.2, i, 0.2%, 15.5%
> CCCCN(C)S(=O)(=O)c1ccc(NC2=NS(=O)(=O)c3ccccc32)cc1
  /, /, /, -14.9%, -7.1%, /, /, -0.1%, ?
> CCOC(=O)c1cccc(OS(=O)(=O)Cc2ccccc2)c1
  -12.6%, 21.2%, /, -1.1%, 7.1%, -8.5, i, 3.6%, -5.4%
> C#CCSc1nc2sc3c(c2c(=O)n1Cc1ccccc1)CCCC3
  /, /, /, 11.6%, 5.0%, /, /, 2.5%, 5.2%
> COC(=O)c1ccccc1NC(=O)C1CCN(C(=O)c2cc(OC)c(OC)c(OC)c2)CC1
  3.0%, -3.8%, 2.1%, -2.1%, -25.7%, -0.5, i, -1.3%, 3.8%
> Cc1ccc(S(=O)(=O)N2CCN(C(=O)CSc3nnc(C)s3)C2)cc1
  -4.0%, -3.6%, -2.9%, 4.6%, 1.2%, 1.9, i, 0.2%, -1.3%
> CCCCC(CC)CNCc1cccn1CCN1CCOCC1 (configuration not stated)
  5.3%, -3.1%, -0.4%, 0.0%, ?, -2.7, i, -0.4%, -2.9%
> COC(=O)c1c(-c2ccc(OC)cc2)sc2ccc(N3CCOCC3)cc12
  -19.0%, 0.7%, 50.1µM*, 11.1%, ?, -0.5, i, 4.8%, -3.4%
> Cc1ccc(CNC(=O)C23CN(Cc4ccccc4)CC2C(c2ccc([N+](=O)[O-])cc2)=NO3)cc1 (configuration not stated)
  -6.3%, 5.4%, -2.0%, -2.0%, -9.6%, -0.3, i, 0.7%, 1.5%
> Clc1ccc(OCc2nnc(SCc3nnc(-c4ccccc4)o3)o2)c(Cl)c1
  -4.3%, 14.5%, -3.7%, -7.1%, -46.2%, 1.0, i, 5.6%, ?
> Cc1cccc(/C=C\c2nc3ccccc3c(=O)[nH]2)c1
  17.2%, -3.6%, -1.9%, -1.8%, 7.6%, 0.8, i, -0.3%, 2.2%
> CC(C)NC(=O)c1ccc(-n2nc(C(F)(F)F)c3c2CCCC3)cc1
  7.0%, -6.7%, 0.5%, -9.5%, -7.2%, -0.4, i, -0.4%, -0.3%

Part of the list above, reduced to Nrf2 ARE act, MmCpn inh and EPAC2 ag:
SMILES | Nrf2 ARE act | MmCpn inh | EPAC2 ag
COC(=O)c1ccccc1NC(=O)C1CCN(C(=O)c2cc(OC)c(OC)c(OC)c2)CC1 | -1.3% | 2.1% | -3.8%
CC(C)NC(=O)c1ccc(-n2nc(C(F)(F)F)c3c2CCCC3)cc1 | -0.4% | 0.5% | -6.7%

Continuation.
Second line of a record – EPAC2 antagonist, EPAC2 ag, MmCpn inh, A549 tox, Nrf2 block, CCT modulator, Akt phos inh, Nrf2 ARE act, TGFb inhibitor
> CCCn1c(NCc2cc(C)ccc2O)nc2ccccc21
  -11.7%, -7.7%, 2.7%, 11.6%, 11.1%, 2.0, i, 16.7%, -19.4%
> CC(Sc1nc(=O)cc(N)n1CCc1ccccc1)C(=O)Nc1cccc(Cl)c1 (configuration not stated)
  /, /, /, -7.4%, 16.5%, /, /, 6.4%, -1.8%
> O=C(O)c1cccc(-n2cccc2/C=C2/NC(=O)N(c3cccc(Cl)c3)C2=O)c1
  -2.3%, 12.6%, 1.0%, ?, -23.5%, -1.8, i, 0.9%, -30.3%
> CC(C)(C)c1cn(-c2ccc(F)cc2)c(=S)[nH]1
  10.3%, 3.2%, -4.4%, 0.5%, 1.1%, 1.5, i, 0.1%, -4.4%
> CC(C)(C)NC(=O)C(c1ccc(O)cc1)N(Cc1ccccc1)C(=O)CCC(=O)Nc1nccs1 (configuration not stated)
  5.0%, 0.1%, 1.3%, -1.2%, 0.7%, -2.0, i, 0.2%, 2.4%
> COc1ccc(N(C)C(=O)c2sc(Cl)nc2C)cc1
  ?, -8.5%, 0.5%, 7.8%, 11.9%, 0.1, i, 0.3%, 5.3%
> COc1ccc(C(=O)N(CC2CCCO2)C(C(=O)NCCC(C)C)c2ccc(C)cc2)cc1OC (configuration not stated)
  7.0%, -5.4%, -1.2%, -4.7%, 6.1%, 2.1, i, -0.4%, -1.8%
> COc1cccc(N2CCC(N3CCN(C)C(CCO)C3)CC2)c1 (configuration not stated)
  3.2%, 0.6%, -0.2%, 1.2%, 15.5%, -0.3, i, -0.2%, 20.3%
> C[C@H](NC(=O)NC1CCCc2ccccc21)C(=O)O (some centres not stated)
  8.0%, -7.4%, -0.7%, -7.9%, -6.9%, -1.4, i, -0.4%, -14.6%
> NC(=O)C1(C(N)=O)OC1c1ccc(Cl)c(Cl)c1 (configuration not stated)
  -3.3%, 9.0%, -1.3%, 0.3%, 6.3%, -57.0*, i, -0.7%, 5.6%
> O=c1c(C(c2nnnn2C2CCCCC2)N2CCCCC2)coc2ccc(Cl)cc12 (configuration not stated)
  -0.9%, 2.8%, -2.8%, /, -15.5%, -0.2, i, -0.3%, 5.3%
> COc1cc(C(C)=O)ccc1OCC(=O)Nc1ccc2nc(C)sc2c1
  -3.2%, 5.6%, -8.5%, -1.3%, -9.1%, -1.6, i, -0.6%, 18.7%
> Cc1ccc(C)c(NC(=O)C(Cc2ccccc2)n2cccc2)c1 (configuration not stated)
  /, /, /, -1.4%, -28.5%, /, /, 3.9%, 3.8%
> CCCn1cnc2c(SCc3ccc(Cl)cc3)nc(N)nc21
  -6.0%, 16.3%, /, 6.6%, -9.2%, -0.2, i, 6.0%, -10.2%
> N#Cc1sc2nc3c(c(-c4ccco4)c2c1N)CCCC3
  1.2%, -3.2%, -0.4%, 2.2%, ?, 1.9, i, 0.0%, -17.5%

Some of the compounds tested (hit frequency here may not be typical).
